# PglD inh = C. jejuni PglD acetyltransferase inhibitors, primary screen, biochemical, DTNB colorimetric, single point; UDP-N-acetylbacillosamine N-acetyltransferase PglD (Campylobacter jejuni); purified PglD enzyme, DTNB colorimetric CoA detection; inhibition, % at 12.5 µM; 0.098% of 360,000 active; AID 602405, 2012; in the data active means inhibition above about 16%, passing the limit was not always enough; inconclusive means no clear call, values can overlap the other calls; further: strong numbers were not always called active
# ERAP1 inh = human ERAP1 aminopeptidase inhibitors, primary screen, biochemical, single point, plate reader; Endoplasmic reticulum aminopeptidase 1 (Homo sapiens), Q9NZ08; recombinant ERAP1, Leu-AMC fluorescence, 60 min; inhibition, % at 10.7 µM; 0.15% of 340,000 active;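 active means mean replicate inhibition of at least 30%, or all replicates individually reaching that 30% level; inactive means mean below 30% and not every replicate reaching it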;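 further: 0% = neutral control wells and 100% = L-leucinethiol positive control wells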
# Target sequence (Q9NZ08 whole entry, looked up): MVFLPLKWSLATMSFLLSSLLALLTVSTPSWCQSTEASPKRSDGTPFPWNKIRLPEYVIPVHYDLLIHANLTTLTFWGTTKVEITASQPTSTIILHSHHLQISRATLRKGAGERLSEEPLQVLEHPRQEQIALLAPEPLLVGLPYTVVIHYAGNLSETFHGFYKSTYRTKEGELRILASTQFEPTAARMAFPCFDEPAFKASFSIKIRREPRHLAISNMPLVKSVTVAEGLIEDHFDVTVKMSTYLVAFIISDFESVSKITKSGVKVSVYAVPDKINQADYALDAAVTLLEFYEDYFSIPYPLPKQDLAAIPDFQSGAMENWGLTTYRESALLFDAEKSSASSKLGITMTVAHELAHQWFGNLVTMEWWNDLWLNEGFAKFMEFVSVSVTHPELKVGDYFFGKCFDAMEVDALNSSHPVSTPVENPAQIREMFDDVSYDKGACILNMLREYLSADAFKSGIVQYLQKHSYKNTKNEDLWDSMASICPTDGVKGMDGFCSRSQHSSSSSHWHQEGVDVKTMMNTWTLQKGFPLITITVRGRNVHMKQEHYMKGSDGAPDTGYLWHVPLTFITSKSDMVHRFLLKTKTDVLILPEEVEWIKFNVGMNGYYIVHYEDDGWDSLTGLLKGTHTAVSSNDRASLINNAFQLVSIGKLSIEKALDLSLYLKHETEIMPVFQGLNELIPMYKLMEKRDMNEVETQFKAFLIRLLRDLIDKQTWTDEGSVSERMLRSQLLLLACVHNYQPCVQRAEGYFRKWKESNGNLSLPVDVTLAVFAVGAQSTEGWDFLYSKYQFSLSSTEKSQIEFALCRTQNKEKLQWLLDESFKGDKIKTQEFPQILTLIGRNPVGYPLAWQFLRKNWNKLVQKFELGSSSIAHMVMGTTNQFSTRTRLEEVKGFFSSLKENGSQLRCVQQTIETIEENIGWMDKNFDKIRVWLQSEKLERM
# S100A4 inh HTS = inhibitors of S100A4-myosin IIA peptide binding, primary screen, biochemical, fluorescence polarization, TAMRA-MyoIIA peptide; Protein S100-A4 (Homo sapiens), P26447; inhibition, % at 10.7 µM; 0.14% of 360,000 active;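 active means mean inhibition of at least 70% across replicates, with every replicate also reaching that level; inconclusive means mean inhibition reaches 70% but some replicates fall short; inactive means mean inhibition below 70%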
# Target sequence (P26447 whole entry, looked up): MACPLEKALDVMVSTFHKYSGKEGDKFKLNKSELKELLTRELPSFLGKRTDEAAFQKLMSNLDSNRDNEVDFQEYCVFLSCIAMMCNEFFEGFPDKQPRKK
#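 Assay system: human S100A4 monomer with TAMRA-labelled myosin IIA peptide / Buffer or medium: Calcium-containing HEPES buffer, pH 7.2 / Reagent: TAMRA-labelled myosin IIA heavy-chain peptide probe, 5 nM / Compound: one dose per compound / Timing: polarization read 5 min after assay mix addition, stable 5–60 min / Benchmarks: neutral control DMSO, positive control TFP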
# FN deposit inh = inhibitors of fibronectin matrix deposition, primary screen, AH1F cells, Alexa488-fibronectin fluorescence, plate reader; AH1F fibroblasts, overnight; 0.086% of 350,000 active; inhibition, % at 12.6 µM;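 active means mean inhibition across replicates of 30% or more, regardless of how many single replicates reach that level; inconclusive means mean under 30% yet at least half of replicates reach 30%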;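 further: positive control wells lacked labelled fibronectin entirely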
#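 Material – AH1F fibroblast monolayer, labelled fibronectin deposition · Reagent – labelled fibronectin 24 nM · Timing – 1 h adhesion, overnight exposure · Measured by – fluorescence at 485 nm excitation, 525 nm emission · Read-out – inhibition of fibronectin deposition signal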
# LGR2 antag = inhibitors of bursicon-induced LGR2 CRE-luciferase signal, primary screen, cell-based, HEK293, CRE-luciferase reporter, bursicon stimulation; AID 720647, 2013; 0.35% of 380,000 active; bursicon-stimulated, 4 h; inhibition, % at 9.99 µM; Drosophila bursicon receptor LGR2 (rickets);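 active means drop in luminescence signal, shown as inhibition above about 50% in the replicate tests, limit read from the data, passing the limit was not always enough; inconclusive means probably only some replicates passing the limit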;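 further: agonist challenge used bursicon conditioned medium at about half maximal strength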
# PAX8 inh HTS = inhibitors of PAX8-driven TPO luciferase reporter, primary screen, RMG-I cells, single concentration; SteadyGlo, 24 h; 1.2% of 360,000 active; inhibition, % at 12.6 µM;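 active means mean replicate inhibition at least 60% with every replicate also reaching 60%; inconclusive means only one of the two criteria is met; inactive means mean below 60% and not all replicates reaching 60%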;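 further: luciferase light reporting Pax8 driven TPO promoter activity; plate controls were median of neutral control wells for no effect and mitoxantrone controls for full effect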
# PGC1a acetyl inh = inhibitors of PGC1a acetylation signal, primary screen, cell-based, U2OS, AlphaScreen, inhibitor mode | AID 651687, 2012 | AlphaScreen anti-acetyl-lysine; with virally co-expressed GCN5 acetyltransferase | 0.17% of 350,000 active | inhibition, % at 15.6 µM;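 active means every replicate shows inhibition of at least 40%; inconclusive means mean inhibition at least 40% but some replicate below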;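 further: 0% = neutral control wells and 100% = positive control wells; some results beyond the cut were filed as inactive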
# EWS-Fli inh = EWS/Fli-driven NR0B1 reporter inhibitors, primary screen, A673 cells, NR0B1 luciferase, luminescence, MLPCN library; viability-normalised; inhibition, % at 12.6 µM; 0.67% of 350,000 active; AID 651661, 2012;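 active means mean inhibition of at least 50% after viability correction, with every replicate also passing that limit; inconclusive means mean reaches 50% but only one of two replicates passes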;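 further: firefly luciferase signal divided by Alamar Blue viability fluorescence both relative to DMSO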
# * hit, by the source's call; u = inconclusive; x = not tested or not shown; & = joins results of further samples. Outcome played no part in choosing rows, and some 2.1% of all compounds hit somewhere here.
SMILES,PglD inh,ERAP1 inh,S100A4 inh HTS,FN deposit inh,LGR2 antag,PAX8 inh HTS,PGC1a acetyl inh,EWS-Fli inh
COc1ccc(N=C2C(=O)Nc3ccc(C)c(Br)c32)cc1,3,-1,7,4,11,0,0,70*
Cc1nc(N)c(C#N)c(-c2ccc3c(c2)OCO3)c1C,3,1,3,-3,-7,22,x,-17
COc1cccc(CNC(=O)C(Cc2ccccc2)n2cccc2)c1 (stereo unspecified),x,-1,-8,-5,0,4,-4,10
Cc1ccc(C(C)C)c(OCCN)c1,-4,3,-8,x,-2,x,-15,2
CN(C)CC(=O)N[C@H]1C=C[C@H](CC(=O)O)O[C@@H]1CO,x,1,-4,7,9,x,x,12
COc1cc(OC)cc(C(=O)NNC(=S)NC2CC2)c1,x,1,5,-8,13,-13,x,0
CN1CCN(c2ccc(CNS(=O)(=O)c3ccc(F)cc3Cl)cc2)CC1,2,1,2,5,2,15,x,13
CCN(CC)CCNc1nc2cc(OC)c(OC)cc2c2nc(-c3ccccc3)nn12,-4,x,x,0,x,-2,6,x
COc1ccccc1-c1ccc([C@@H]2[C@@H](C#N)N[C@@H]2CO)cc1,3,2,-4,7,10,12,-6,15
C[C@@H]1CN([C@@H](C)CO)C(=O)c2cc(NC(=O)Nc3ccccc3)ccc2O[C@@H](C)CCCCO[C@@H]1CN(C)C(=O)NC1CCCCC1,1,2,9,-6,-9,0,-10,-5
Cc1ccc(NC(=O)CN(C)C(=O)c2ccccc2Sc2ccccc2C#N)cc1,0,1,0,-5,-5,18,0,5
O=C(Cn1cc(/C=N/NC(=O)c2cccc(C(F)(F)F)c2)c2ccccc21)Nc1ccc(F)cc1,3,-1,-6,x,13,x,3,9
N#CC(NC(=O)OCc1ccccc1)c1ccccc1 (stereo unspecified),-2,-3,-3,-5,-3,-7,x,-14
O=C(Nc1cccc(F)c1)N1CC(=O)N2[C@H](CO)[C@@H](c3ccc(C#Cc4cccnc4)cc3)[C@H]2C1,x,1,0,x,-8,x,7,x
CC1(C(=O)NCc2ccccc2)CCC(=O)N1CCCn1ccnc1 (stereo unspecified),1,3,3,-3,6,-12,2,-18
NC1=NC[C@H](Cc2ccc(O)cc2)N1CC1CCCCC1,2,-1,0,-4,8,19,-4,7
Oc1ccc(/C=N/N2CCN(Cc3ccccc3)CC2)cc1,1,2,2,-7,-4,-12,7,1
CC(=O)c1ccc(N2CCN(C(=O)c3cc(-c4ccncc4)nc4ccc(Br)cc34)CC2)cc1,0,1,-2,-1,-5,13,0,8
Cc1ccc(OS(=O)(=O)c2c(C)nn(C)c2Cl)c(C)c1,1,-2,1,x,4,18,x,-39
Cc1ccc(NS(=O)(=O)c2cccc3cccnc23)cc1Cl,-10,0,0,-2,-11,11,-33,2
Cc1cc(C(=O)Nc2ccc3c(c2)C(=O)N(C)[C@H]2CC[C@H](CC(=O)N[C@H](C)c4ccccc4)O[C@H]2CO3)no1,1,-3,1,8,5,3,-8,6
COc1ccc(NC(=O)N2CCCCN3[C@H](CO)[C@@H](c4ccc(C5=CCCCC5)cc4)[C@H]3C2)cc1,-5,-1,5,x,6,11,-18,18
O=C(CN(C(=O)c1csnn1)c1ccccc1Cl)NC1CCCCC1,3,2,3,-6,-1,-64,5,4
CCCC(=O)Nc1ccc2c(c1)C(=O)N(C)C[C@H](OC)[C@H](C)CN(Cc1ccccc1F)[C@H](C)CO2,-3,1,14,-6,18,x,0,1
CCCNC(=O)Nc1ccc2c(c1)OC[C@@H](C)N(Cc1ccncc1)C[C@@H](C)[C@H](OC)CN(C)C2=O,-2,2,4,-6,4,10,1,17

# Rewritten with values under each structure: entries from further up
# Second line of a record – PglD inh, ERAP1 inh, S100A4 inh HTS, FN deposit inh, LGR2 antag, PAX8 inh HTS, PGC1a acetyl inh, EWS-Fli inh
> Cc1nc(N)c(C#N)c(-c2ccc3c(c2)OCO3)c1C
  3, 1, 3, -3, -7, 22, x, -17
> COc1cccc(CNC(=O)C(Cc2ccccc2)n2cccc2)c1 (stereo unspecified)
  x, -1, -8, -5, 0, 4, -4, 10
> Cc1ccc(C(C)C)c(OCCN)c1
  -4, 3, -8, x, -2, x, -15, 2
> CN(C)CC(=O)N[C@H]1C=C[C@H](CC(=O)O)O[C@@H]1CO
  x, 1, -4, 7, 9, x, x, 12

# Remaining list, next part.
SMILES,PglD inh,ERAP1 inh,S100A4 inh HTS,FN deposit inh,LGR2 antag,PAX8 inh HTS,PGC1a acetyl inh,EWS-Fli inh
Cc1cc(C)c(C)c(OCCCCn2cnc3ccccc3c2=O)c1,11,x,x,0,13,x,-5,x
CO[C@@H]1CN(C)C(=O)c2ccc(NC(=O)C3CC3)cc2OC[C@H](C)N(C(=O)C2CCOCC2)C[C@H]1C,1,1,-10,-11,2,-3,x,-7
CCC(CO)Oc1cc(NC(=O)c2ccc(F)cc2)c2ncn(C(C)C)c2c1 (stereo unspecified),1&-1,6,-12,-22,-2,-20,4,-7
CC1CCc2c(sc(NC(=O)COC(=O)c3ccccc3NCc3ccco3)c2C#N)C1 (stereo unspecified),3,x,x,-11,x,10,-6,x
C[C@H]1CCCCO[C@@H](CN(C)C(=O)Nc2ccccc2)[C@@H](C)CN([C@@H](C)CO)C(=O)c2cc(NC(=O)Nc3cccc4ccccc34)ccc2O1,8,1,-3,-6,6,-3,-8,10
COc1cc(/C=C/C(=O)NCc2cccnc2)cc(OC)c1OC,-2,x,x,3,x,-5,0,x
CN(C)c1ccc(N/C=C/C(=O)C(F)(F)F)cc1,x,2,-2,3,-39,-37,2,-8
O=C(CSc1cccc[n+]1[O-])N1CCCc2ccccc21,x,-2,4,-6,0,-7,0,2
Cc1cc(C)cc(NC(=O)Nc2ccc3c(c2)C(=O)N(C)[C@@H]2CC[C@@H](CC(=O)O)O[C@@H]2CO3)c1,3,x,x,-4,-10,36,5,-1
Cc1c(C(=O)N/N=C/c2ccccc2)[nH]c2ccc(Cl)cc12,x,6,-4,8,-27,-21,x,43
CSc1ccc(/C=C/c2ccc3cccc(O)c3n2)cc1,x,12,43,-1,4,3,x,-4
Cc1coc2cc3oc(=O)c(Cc4ccccc4)c(C)c3cc12,x,0,-22,7,1,10,x,14
O=S(=O)(c1ccc2[nH]c3c(c2c1)CCCC3)N1CCCCC1,-5,0,20,-9,10,13,x,-2
Cc1nc(SCC(=O)NCCN2C(=O)CSC2=O)nc(C)c1C,-4,2,1,-6,3,-11,-1,4
CNC[C@H]1OCCCC[C@H](C)Oc2ccc(NC(=O)NC3CCCCC3)cc2C(=O)N([C@H](C)CO)C[C@H]1C,5,-4,-52,x,6,-15,11,-5
CC1(C)Cc2ccccc2C(=NC(Cc2ccccc2)C(=O)O)N1 (stereo unspecified),-2,1,-4,2,9,-13,-10,-6
COc1ccccc1N1CCN(C(=O)c2ccc3c(=O)n4c(nc3c2)CCCCC4)CC1,3,1,-17,-1,1,-7,7,1
O=C(CN1CCOCC1)Nc1ccc(N2CCN(c3ccccc3)CC2)c(F)c1,12,-4,-1,3,-1,9,6,6
CC(=O)CCc1c(C)nc2ccc(C)cc2c1Cl,x,-3,0,-4,12,-8,-1,0
O=C(Nc1ccccc1OC(F)F)c1ccc(S(=O)(=O)N2CCOCC2)cc1,-1,-1,-2,9,-3,11,4,-4
CN1C(=O)N(c2ccc(Cl)cc2)C(C)(O)CC1(C)C (stereo unspecified),2,4,-3,5,4,-15,2,2
Clc1ccc(CNCc2cccs2)c(Cl)c1,x,10,-8,-6,-1,-26,x,-7
CNC(=O)N(O)C1N(NC(=O)Nc2cccc3ccccc23)C(=S)SC1(C)C (stereo unspecified),x,1,1,1,-4,-13,x,-17
O=C(C1CC1)N1C[C@@H]2[C@H](c3ccccc31)[C@@H](CO)N2C(=O)c1ccccc1,-3,1,-5,1,-11,-5,-1,0
C[C@@H]1CCCCO[C@H](CN(C)C(=O)CCCN(C)C)[C@@H](C)CN([C@H](C)CO)C(=O)c2cc(NS(=O)(=O)c3cccs3)ccc2O1,0,0,-7,x,4,-7,6,-10

# 5 entries already listed, arranged by the value under PGC1a acetyl inh, descending.
SMILES	PglD inh	ERAP1 inh	S100A4 inh HTS	LGR2 antag	PGC1a acetyl inh
CC1(C(=O)NCc2ccccc2)CCC(=O)N1CCCn1ccnc1 (stereo unspecified)	1	3	3	6	2
CC(=O)CCc1c(C)nc2ccc(C)cc2c1Cl	x	-3	0	12	-1
COc1cccc(CNC(=O)C(Cc2ccccc2)n2cccc2)c1 (stereo unspecified)	x	-1	-8	0	-4
C[C@H]1CCCCO[C@@H](CN(C)C(=O)Nc2ccccc2)[C@@H](C)CN([C@@H](C)CO)C(=O)c2cc(NC(=O)Nc3cccc4ccccc34)ccc2O1	8	1	-3	6	-8
C[C@@H]1CN([C@@H](C)CO)C(=O)c2cc(NC(=O)Nc3ccccc3)ccc2O[C@@H](C)CCCCO[C@@H]1CN(C)C(=O)NC1CCCCC1	1	2	9	-9	-10

# Next section.
SMILES,PglD inh,ERAP1 inh,S100A4 inh HTS,FN deposit inh,LGR2 antag,PAX8 inh HTS,PGC1a acetyl inh,EWS-Fli inh
O=C(C1CCC1)N1CC(=O)N2[C@H](C1)[C@@H](c1ccc(Br)cc1)[C@@H]2CO,x,-2,6,-17,-9,-10,-1,-3
CCS(=O)(=O)NCC[C@H]1CC[C@H](NC(=O)C2CCCC2)[C@@H](CO)O1,2,-1,0,x,15,2,4,10
O=[N+]([O-])c1cccc(S(=O)(=O)N2CCCCCC2)c1,2,x,x,-14,-11,23,3,x
COCCNC(=O)C(=O)N/N=C(\C)CC(=O)Nc1cccc(C(F)(F)F)c1,x,4,-2,6,x,5,x,4
Cc1noc(C)c1S(=O)(=O)Nc1ccc2c(c1)C(=O)N([C@@H](C)CO)C[C@H](C)[C@H](CN(C)Cc1ccc3c(c1)OCO3)OCCCC[C@@H](C)O2,0,-13,u,x,-14,8,22,-4
COc1ccc(C(=O)N/C(=C/c2cccs2)C(=O)NN)cc1OC,-4,3,-3,-2,2,19,1,5
CC(=O)N1CCCc2cc(S(=O)(=O)Nc3ccccc3C)ccc21,-4,-1,-11,1,8,3,x,x
COc1cc(OC)cc(-c2cc3nc(C)c(CCC(=O)NCc4ccccc4)c(C)n3n2)c1,6,-5,-6,0,-12,18,3,57*
CN(C)c1ccc(C2NC(=O)c3ccccc3N2)cc1 (stereo unspecified),-2,3,-1,5,54*,-53,-2,-28

# Of the compounds above, 3 contain bromine.
SMILES,PglD inh,ERAP1 inh,S100A4 inh HTS,FN deposit inh,LGR2 antag,PAX8 inh HTS,PGC1a acetyl inh,EWS-Fli inh
COc1ccc(N=C2C(=O)Nc3ccc(C)c(Br)c32)cc1,3,-1,7,4,11,0,0,70*
CC(=O)c1ccc(N2CCN(C(=O)c3cc(-c4ccncc4)nc4ccc(Br)cc34)CC2)cc1,0,1,-2,-1,-5,13,0,8
O=C(C1CCC1)N1CC(=O)N2[C@H](C1)[C@@H](c1ccc(Br)cc1)[C@@H]2CO,x,-2,6,-17,-9,-10,-1,-3

# Bioassay records from PubChem.
